Assay outcomes as filed in PubChem.
FBPA Giardia inh: blocks Giardia fructose-bisphosphate aldolase activity; actives 0.71% (n = 290,000); purified Giardia FBPA; Potency, µM (titrated, usually from 59.6 µM), inactives show at the highest dose activity, negative = inhibition, most hits filed as inhibitors; further: potency means the concentration at half of the fitted maximal effect; on the % scale 0 is the no-effect control and ±100 the full control effect; nearly all actives have a fitted effect of over 55% in size
Target sequence (A8B2U2 whole entry, looked up): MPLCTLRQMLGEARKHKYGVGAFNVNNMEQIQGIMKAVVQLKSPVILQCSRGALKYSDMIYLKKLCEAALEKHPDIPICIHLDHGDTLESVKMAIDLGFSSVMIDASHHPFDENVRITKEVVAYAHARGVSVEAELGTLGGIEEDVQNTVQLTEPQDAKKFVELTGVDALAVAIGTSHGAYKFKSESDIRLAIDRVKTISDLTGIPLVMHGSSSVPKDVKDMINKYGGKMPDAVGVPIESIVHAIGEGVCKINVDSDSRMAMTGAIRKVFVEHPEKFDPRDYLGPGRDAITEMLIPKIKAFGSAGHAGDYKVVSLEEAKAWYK
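Giardia FBPA (40 nM reagent) was preincubated 10 min at RT with compound (up to 57.5 uM final), then substrate plus GAPDH/TPI/NAD/arsenate coupling system with diaphorase/resazurin was added; resorufin fluorescence (525/598 nm) was read after 20 min.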
HCV inh: inhibitors of hepatitis C virus infection | Huh7.5.1 HCVcc-Cre infection, luciferase reporter, 44 h | Potency, µM (highest dose often 41.8 µM), for inactives: at the top dose activity change, negative = inhibition, usual class: inhibitors | actives 3.4% (n = 340,000); further: potency means the concentration at half of the fitted maximal effect; on the % scale 0 is the no-effect control and ±100 the full control effect
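Infectious HCV cell culture screen: compound-treated cells (1,000/well, pre-plated 4 h) are infected with HCVcc-Cre at roughly 0.5 moi and grown 44 h. Infection is quantified by luciferase signal after 15 min substrate incubation at room temperature.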
Shiga toxin inh: inhibitors of Shiga toxin in Vero cells; inhibition, % at 38.7 µM; actives 9.2% (n = 290,000); Vero cells, Shiga toxin protein synthesis inhibition reporter; AID 2315; in the data active means inhibition mostly above about 28%, no sharp cut-off; inactive means mostly below about 43%; further: 0% is about no effect
Pf growth 96h: P. falciparum growth inhibition at 96 hours; P. falciparum luciferase reporter growth, 96 h; Potency, µM (series often up to 28.7 µM), for inactives: at the top dose activity change, negative = inhibition, most hits filed as inhibitors; actives 6.9% (n = 320,000); AID 504834; further: potency means the concentration at half of the fitted maximal effect; on the % scale 0 is the no-effect control and ±100 the full control effect
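P. falciparum expressing integrated firefly luciferase grown in erythrocytes (2% hematocrit, 0.05% parasitemia final) with compounds for 96 hours at 37 C, 5% CO2. Growth inhibition read as loss of luminescence after adding luciferase detection reagent.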
Pf growth 48h: inhibits P. falciparum growth in the first generation, 48 h. P. falciparum luciferase growth in erythrocytes, 48 h. Potency, µM (series often up to 28.7 µM), inactives show at the top dose activity change, negative = inhibition, actives largely listed as inhibitors. actives 5.9% (n = 310,000). AID 504832; further: potency means the concentration at half of the fitted maximal effect; on the % scale 0 is the no-effect control and ±100 the full control effect
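Growth was read as firefly luciferase luminescence after a 48 h, 37 C, 5% CO2 exposure of compounds to reporter-bearing P. falciparum cultures (0.1% parasitemia, 2% hematocrit final) in Albumax-supplemented RPMI 1640.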
Cycloheximide cs: counter-screen hit for Shiga toxin inhibitors, cycloheximide | cell reporter, cycloheximide protein synthesis inhibition counterscreen | max response, % | actives 12% (n = 300,000); in the data active means max response mostly above about 13%, no sharp cut-off; inactive means mostly below about 14%; further: read at 38.3 µM for the half of the compounds with a filed dose; 0% is about no effect
* hit, by the source's call; ? = inconclusive; / = not tested or not shown; [ ] = dose if it differs, or a comment. Unless noted, the call rests on the fitted dose curve; in most records, active means well fitted curve in the direction sought with a large enough effect; inconclusive means small, poorly fitted or top-dose-only effect, or another doubt; inactive means no such curve, though single readings can be large; an effect the other way counts as inactive or inconclusive.

| compound | FBPA Giardia inh | HCV inh | Shiga toxin inh | Pf growth 96h | Pf growth 48h | Cycloheximide cs |
| --- | --- | --- | --- | --- | --- | --- |
| NC(=O)CC(NC(=O)Cc1ccc(Br)cc1)c1ccc(N2CCc3ccccc3C2)c([N+](=O)[O-])c1 (stereo unspecified) | -1% | 6% | -6 | ? | ? | -1 |
| CCc1ccccc1NS(=O)(=O)c1ccc2[nH]cc(C(=O)NCc3ccco3)c(=O)c2c1 | 8% | 23% | -11 | ? | 28% | -1 |
| COc1ccc(N(Cc2cc3ccc(C)cc3[nH]c2=O)S(=O)(=O)c2ccccc2)cc1 | 14% | ? | -2 | ? | -23% | 1 |
| COC(=O)C(C)n1cnc2c(nnn2-c2ccc(C)cc2)c1=O (stereo unspecified) | 13% | 0% | 19* | 37%[activator] | 4% | 13* |
| O=C(Nc1ccc(F)cc1)C(=O)C1C(=O)Nc2ccccc21 (stereo unspecified) | -18% | 9% | 55* | 33%[activator] | 21% | 14 |
| CC1CCCN(Cc2ccc(OCc3ccccc3)cc2)C1 (stereo unspecified) | -20% | ? | 77 | 157%[activator] | 0% | 22* |
| COc1ccc(NC(=S)Nc2cccc(C(C)=O)c2)cc1OC | -15% | 1% | 18 | 12µM* | -1% | 14 |
| Cc1nc(Cc2nnc(SCc3nc(N)nc(Nc4ccccc4C)n3)o2)cs1 | -1% | -27% | -4 | / | ? | -1 |
| Cc1cccc(C(=O)Nc2ccc(N3CCN(S(C)(=O)=O)CC3)cc2)c1 | -1% | 14% | 73* | 35%[activator] | 98%[activator] | 22* |
| Cc1ccc(NC(=O)C(=O)NNC(=O)c2cccs2)cc1 | ? | 18% | 38 | ? | 19% | 29* |

Following part.
| compound | FBPA Giardia inh | HCV inh | Shiga toxin inh | Pf growth 96h | Pf growth 48h | Cycloheximide cs |
| --- | --- | --- | --- | --- | --- | --- |
| CC(=O)NN1C(=O)c2ccccc2NC1c1ccccc1O (stereo unspecified) | 4% | 24% | -5 | 25% | -23%[0.00184 µM] | -4 |
| CN(C)S(=O)(=O)c1cccc(CSCc2cccc(S(=O)(=O)N(C)C)c2)c1 | 7% | 2.2µM* | -7 | -7% | -5% | 1 |
| Cc1ccc(OCCCCn2cnc3ccccc32)c(C)c1 | ? | ? | 16 | ? | / | 7 |
| O=C(O)C1C2C=CC(O2)C1C(=O)NC1CCCc2ccccc21 (stereo unspecified) | 0% | 27% | -5 | 9% | 3% | -2 |
| CS(=O)(=O)N1CC(C(=O)O)Oc2ccc(CC(=O)O)cc21 (stereo unspecified) | 17% | 14% | -6 | 118%[activator] | 23% | 1 |
| Cc1cccc(N2CCN(C(=O)CCCCCn3c(=S)[nH]c4ccc(N5CCOCC5)cc4c3=O)CC2)c1C | / | ? | -5 | 3% | 9.3µM* | -3 |
| CCOc1c(Br)cc(C(N)=O)cc1OCc1ccccc1 | 23% | ? | -7 | -27% | -14% | 4 |
| N#CCC(=O)N/N=C\c1cc(Br)ccc1OC/C=C/c1ccccc1 | / | ? | 98* | 2.9µM* | -7% | 26* |
| C/C=C\C=C/C(=O)Nc1cccc(C2=NOC3(C2)C[C@@H](C(N)=O)N(C(=O)[C@H]2CCC(=O)N2)C3)c1 (stereo partly specified) | 0% | 9% | 1 | 81%[activator] | 46%[activator] | 2 |
| Nc1nc(-c2ccccc2)cn1N | -14% | 16% | 28 | ? | 5% | 23 |

Other entries
| compound | FBPA Giardia inh | HCV inh | Shiga toxin inh | Pf growth 96h | Pf growth 48h | Cycloheximide cs |
| --- | --- | --- | --- | --- | --- | --- |
| CCCc1nnc(NC(=O)CCC(=O)N2CCN(CCOc3ccc(C)cc3)CC2)s1 | 2% | ? | -20 | ? | 10µM* | 1 |
| O=C(O)[C@H]1NC[C@H]2C[C@H]21 | -13% | 21% | -12 | 11% | 46%[activator] | 2 |
| NC(=O)CC(NSc1ccccc1[N+](=O)[O-])C(=O)O (stereo unspecified) | -17% | 34%[activator] | -5 | 0% | 4% | -2 |
| CCn1cc(CNCc2cn[nH]c2-c2cc3ccccc3o2)cn1 | -2% | ? | -3 | ? | 13% | 0 |
| CC(C)CN(CCCNC(=O)CC1Oc2ccccc2NC1=O)CC(C)C (stereo unspecified) | 1% | 15% | -4 | ? | ? | 0 |
| Cc1cc2c(c(=O)n1CCCn1ccnc1)C(c1ccco1)C(C#N)=C(N)O2 (stereo unspecified) | 4% | 15% | 61 | 6% | -11% | -3 |
| Cc1ccccc1N(CC(=O)NCCc1ccccc1)C(=O)c1csnn1 | / | -9% | -3 | 20% | 28% | -5 |
| CCc1c(C)nc(N2CCN(c3ccccc3)CC2)[nH]c1=O | -6% | 6% | -4 | ? | 10% | -2 |
| CCOc1ccc(S(=O)(=O)N2CCCC2)cc1 | -1% | -19% | -27 | / | 10% | -3 |
| C/C(=N/NC(=O)C(O)(c1ccccc1)c1ccccc1)c1ccc([N+](=O)[O-])o1 | -29% | ? | -8 | 185%[activator] | ? | -5 |

Reprinted from the part before: four compounds; new compounds follow.
| compound | FBPA Giardia inh | HCV inh | Shiga toxin inh | Pf growth 96h | Pf growth 48h | Cycloheximide cs |
| --- | --- | --- | --- | --- | --- | --- |
| Cc1ccccc1N(CC(=O)NCCc1ccccc1)C(=O)c1csnn1 | / | -9% | -3 | 20% | 28% | -5 |
| CCc1c(C)nc(N2CCN(c3ccccc3)CC2)[nH]c1=O | -6% | 6% | -4 | ? | 10% | -2 |
| CCOc1ccc(S(=O)(=O)N2CCCC2)cc1 | -1% | -19% | -27 | / | 10% | -3 |
| C/C(=N/NC(=O)C(O)(c1ccccc1)c1ccccc1)c1ccc([N+](=O)[O-])o1 | -29% | ? | -8 | 185%[activator] | ? | -5 |
| Cc1cccc2cc(CN(Cc3ccco3)S(=O)(=O)c3ccc4c(c3)OCCO4)c(=O)[nH]c12 | 0% | ? | 18 | 19% | -11% | -1 |
| CC(C)[C@H](NC(=O)[C@@H]1Cc2ccccc2CN1C(=O)OC(C)(C)C)C(=O)NCc1ccco1 | / | 7% | 12 | ? | ? | -3 |
| CCCC(=O)Nc1ccc(-c2ccc(NC(=O)CCC)cc2)cc1 | -1% | 5% | 31 | 41%[activator] | 15% | 3 |
| Cc1ccc(C)c(S(=O)(=O)N2CCCOC2CNC(=O)C(=O)NCc2cccs2)c1 (stereo unspecified) | / | -10% | -10 | ? | -15% | -2 |
| CCc1cc(C(=O)OC)c(NC(=O)CSc2nccn2C)s1 | / | 10µM* | -34 | ? | -17% | 0 |
| Cc1cc(C)c(C#N)c(SCc2ccc([N+](=O)[O-])cc2)n1 | 0% | 11% | -8 | 37%[activator] | 12% | -2 |
| CCc1cc(C(=O)N2CCN(S(=O)(=O)c3ccc(Cl)cc3)CC2)sc1C | / | ? | / | 9.3µM* | 9.3µM* | / |
| NS(=O)(=O)c1ccc(NNC(=O)c2ccccc2)cc1 | 0% | 1% | -19 | 8% | -8% | -3 |
| Cc1ccccc1OC1CCN(C(=O)c2cc(COc3ccccc3)on2)CC1 | / | -1% | 12 | ? | -1% | 15 |
| O=C(Cc1c(F)cccc1Cl)Nc1ccccn1 | 4% | 18% | 37* | ? | 48%[activator] | 10 |

(next part)
compound	FBPA Giardia inh	HCV inh	Shiga toxin inh	Pf growth 96h	Pf growth 48h	Cycloheximide cs
CC(C)Cc1nccs1	/	2%	/	5%	1%	/
Cc1cccc(-n2c(O)c(C=Nc3ccc(S(N)(=O)=O)cc3)c(=O)[nH]c2=O)c1	0%	34%[activator]	19	-2%	4%	-2
Fc1ccc(-c2csc(=S)[nH]2)cc1	12%	-2%	26	-1%	33%[5.75 µM]	5
CCCNC(=O)c1ccc(N2CCC3(CC2)CC(c2cccc(Br)c2)=NO3)c(NC(=O)c2cccc(C)c2)c1	/	-2%	/	?	?	/
Cc1ccccc1-c1nc(CS(=O)(=O)CC(=O)NCCCN2CCOCC2)c(C)o1	7%	-8%	-11	74%[activator]	-4%	4
Cc1ccc(S(=O)(=O)ON2C(=O)c3cccc4cccc(c34)C2=O)cc1	1%	-2%	-10	42%[activator]	6%	-2
COc1ccc(CCNCc2ccccc2F)cc1OC	-8%	15%	-3	?	-10%	-2
FC(F)(F)c1ccccc1C1C2=C(Nc3ncnn31)c1ccccc1CCC2 (stereo unspecified)	-11%	?	-21	/	?	0
COc1ccc(CN(C)C(=O)c2ccc(OCC(=O)Nc3cccc(C(F)(F)F)c3)c(OC)c2)c(OC)c1	/	0.56µM*	/	?	?	/
O=C1C[C@H]2[C@H](CO)[C@@H](OC(=O)c3ccc(-c4ccccc4)cc3)C[C@H]2O1	4%	?	109*	52%[activator]	87%[activator]	50*
CC1CC(C)CN(C(=O)Cn2c(SCC(=O)N3CCc4ccccc4C3)nc3ccccc32)C1 (stereo unspecified)	-1%	9%	10	27%	?	-4
Cc1ccc(NC(=O)c2ccc(N/N=C/c3cccc(O)c3)c([N+](=O)[O-])c2)cc1	0%	?	20	5.2µM*	?	0
CCn1c(=NC(=O)c2ccc(S(=O)(=O)N(C)C)cc2)sc2cccc(OC)c21	-13%	?	10	?	8.3µM*	13
N=C(N)CCCOc1ccccc1-c1ccccc1	0%	-21%	-40	?	?	-2
O=[N+]([O-])c1ccc(Sc2n[nH]c(-c3ccc(Cl)cc3Cl)n2)nc1	-18%	4%	18	-3%	13%	-1
O=C(NC1CCC(O)CC1)c1ccc(NS(=O)(=O)c2cccc([N+](=O)[O-])c2)cc1 (stereo unspecified)	/	1%	/	-29%	-8%	/
CN1C(=O)/C(=C/c2ccc(O)c([N+](=O)[O-])c2)NC1=S	-15%	-23%	-4	17%	11%	-1
COc1ccc(CCC(C)Nc2cccc(C)c2)cc1 (stereo unspecified)	-22%	-15%	-6	108%[activator]	-8%	-1
N#C/C(=C\c1ccco1)C(=O)NCC1CCCO1 (stereo unspecified)	3%	?	50*	12%	44%[activator]	17*
O=C(Cc1ccccc1[N+](=O)[O-])N1CCN(c2ccccc2F)CC1	7%	14%	14	30%[activator]	42%[activator]	12*

(more compounds)
compound	FBPA Giardia inh	HCV inh	Shiga toxin inh	Pf growth 96h	Pf growth 48h	Cycloheximide cs
COCCn1c(SCC(=O)NNC(=O)Cc2ccccc2)nc2ccccc2c1=O	0%	-6%	-11	32%[activator]	-20%	-2
Fc1cccc(CNCC2CCCO2)c1 (stereo unspecified)	-11%	17%	-7	?	-21%	0
Cc1ccnn1CCC(=O)N1CCCC(CCC(=O)NCc2ccccc2F)C1 (stereo unspecified)	2%	25%	15	-12%	-1%	2
O=C(CC1C(=O)NCCN1Cc1ccccc1C(F)(F)F)NCCc1ccccn1 (stereo unspecified)	-18%	12%	-11	-13%	11%	-1
COc1ccc(C)cc1NS(=O)(=O)c1ccc2c(c1)n(C)c(=O)n2C	5%	8%	-4	5.9µM*	-9%	-4
O=C(Nc1ccccc1)/C(=C/c1cccnc1)NC(=O)c1ccco1	2%	-3%	-11	-23%	0%	-7
OC(COc1cccc2ccccc12)CN1CCN(c2cccc(Cl)c2)CC1 (stereo unspecified)	-1%	1%	-5	19%	-16%	-4
O=Cc1ccc(-n2cncn2)cc1	5%	7%	-8	1%	17%	-5
COc1cc(CC2COC(=O)C2(O)Cc2ccc(O)c(OC)c2)ccc1O (stereo unspecified)	-14%	?	-5	1%	-19%	-6
O=C1CN(C(=O)c2ccccc2F)C(c2ccc(F)cc2)c2cc(Br)ccc2N1 (stereo unspecified)	-6%	-16%	-6	?	?	-2
